# AHR activator: activates the human aryl hydrocarbon receptor. activation, % at 5 µM. AID 2796. AHR-responsive luciferase reporter cells, luminescence. 320,000 tested, 2.5% active; in the data active = activation above about 47%;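 also: 0% = vehicle wells and 100% = reference agonist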
# Target sequence (P35869 whole entry, looked up): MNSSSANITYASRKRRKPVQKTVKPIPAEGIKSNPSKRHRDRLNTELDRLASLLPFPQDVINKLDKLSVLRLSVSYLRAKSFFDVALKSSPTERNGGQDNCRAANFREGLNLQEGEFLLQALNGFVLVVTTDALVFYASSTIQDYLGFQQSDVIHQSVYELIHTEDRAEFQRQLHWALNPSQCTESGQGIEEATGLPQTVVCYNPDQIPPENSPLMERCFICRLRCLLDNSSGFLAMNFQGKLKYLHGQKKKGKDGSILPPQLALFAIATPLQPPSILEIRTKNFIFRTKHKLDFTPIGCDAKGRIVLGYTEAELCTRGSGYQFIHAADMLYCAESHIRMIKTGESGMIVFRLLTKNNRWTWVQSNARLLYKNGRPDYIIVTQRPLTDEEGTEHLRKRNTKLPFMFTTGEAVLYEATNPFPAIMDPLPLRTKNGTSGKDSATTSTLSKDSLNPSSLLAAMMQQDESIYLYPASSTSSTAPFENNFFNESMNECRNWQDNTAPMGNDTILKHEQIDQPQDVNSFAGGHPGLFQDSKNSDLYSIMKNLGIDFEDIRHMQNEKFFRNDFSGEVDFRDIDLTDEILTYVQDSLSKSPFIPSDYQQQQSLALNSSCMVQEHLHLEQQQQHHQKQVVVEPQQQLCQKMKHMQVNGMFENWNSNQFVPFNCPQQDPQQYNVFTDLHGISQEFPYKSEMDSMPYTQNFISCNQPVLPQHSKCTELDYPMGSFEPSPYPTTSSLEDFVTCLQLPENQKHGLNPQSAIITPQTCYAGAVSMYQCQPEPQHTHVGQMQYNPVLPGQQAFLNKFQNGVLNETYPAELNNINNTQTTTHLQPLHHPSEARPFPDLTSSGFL
# MEP2 TOR yeast: alters MEP2-GFP fluorescence in TOR pathway yeast screen | S. cerevisiae MEP2-GFP strain, flow cytometry GFP, 3 h; 100% = DMSO control level | GFP response vs DMSO, % at 10 µM | 330,000 tested, 0.51% active;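 active = GFP response versus DMSO above a set limit, roughly screen mean plus 3 SD, cut at about 180% in these data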;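 also: median GFP fluorescence of the barcode-gated MEP2-GFP cells per well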
# RPL19A TOR yeast: modulators of TOR pathway RPL19A-GFP in S. cerevisiae | S. cerevisiae RPL19A-GFP strain, flow cytometry, 3 h; hits give low values | percent response vs DMSO, % at 10 µM | 330,000 tested, 0.3% active | AID 2025;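 active = percent response vs DMSO below 50%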;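 also: median channel GFP fluorescence of the barcoded RPL19A-GFP strain; ratio of sample median GFP to plate DMSO average so 100% = DMSO; lower means less RPL19A-GFP as with rapamycin TOR inhibition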
# proCasp3 act: procaspase-3 (human) activation | P42574 | recombinant procaspase-3 D3A, Ac-DEVD-pNA absorbance 405 nm | activation, % at 8.5 µM | 330,000 tested, 0.11% active | AID 463141;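 active = activation above the mean of all tested compounds plus 3 SD, cut at about 21% in these data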;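 also: 0% = DMSO alone and 100% = DMSO wells spiked with extra 5 µM PC-3 D3A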
#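 assay system = Procaspase-3 D3A mutant | signal = absorbance at 405 nm, 0 and 120 min | times = 1 h preincubation plus 2 h reaction at 25 °C | repeats = single replicate | read-out = % activation between DMSO and enzyme-spiked controls | medium = Zinc-free HEPES saline buffer with Triton X-100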
# AGP1-GFP MLPCN: alters AGP1-GFP fluorescence in TOR pathway yeast screen; S. cerevisiae AGP1-GFP multiplex flow cytometry, 3 h; GFP as percent of DMSO wells; GFP response vs DMSO, % at 10 µM; 320,000 tested, 0.02% active; AID 2066;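 active = GFP response relative to DMSO above a set limit, near screen average plus 3 SD, cut at about 150% in these data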;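 also: median GFP channel fluorescence of the gated AGP1 strain per well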
# LAP4 TOR yeast: modulators of TOR pathway LAP4-GFP in S. cerevisiae; S. cerevisiae LAP4-GFP multiplex, flow cytometry GFP, 3 h; median GFP as percent of DMSO wells; GFP response vs DMSO, % at 10 µM; 320,000 tested, 0.34% active;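 active = GFP response vs DMSO above a set limit, about the screen mean plus 3 SD, cut at about 150% in these data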
# proCasp7 act: counter-screen: procaspase-7 (human) activation; 330,000 tested, 0.093% active; activation, % at 8.5 µM; P55210; AID 463210; recombinant procaspase-7, Ac-DEVD-pNA absorbance 405 nm; D23A/D198A/D206A triple mutant, cannot self-cleave; scale: DMSO 0, 5 µM enzyme 100;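 active = percent activation above the screen-wide mean plus 3 SD, cut at about 25% in these data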
#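 Test system: Procaspase-7 triple mutant (PC-7 D3A). Also added: Ac-DEVD-pNA substrate, 400 µM as added. Schedule: 1 h enzyme–compound preincubation and 2 h substrate reaction, both 25 °C. Signal: p-Nitroaniline absorbance at 405 nm, read at 0 and 120 min. Control set: low DMSO alone, high DMSO plus 5 µM PC-7.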
# CIT2-GFP yeast: modulators of TOR pathway CIT2-GFP in S. cerevisiae | 320,000 tested, 0.065% active | GFP response vs DMSO, % at 10 µM | S. cerevisiae CIT2-GFP strain, flow cytometry, 3 h; 100 means same as DMSO wells;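 active = GFP response relative to DMSO above a set limit, near the screen mean plus 3 SD, cut at about 150% in these data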;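 also: ratio of well median GFP fluorescence to mean of DMSO wells on the plate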
# Starred values were filed as active, the others as inactive; / = not tested or not shown. Hits appear at their usual frequency. Share with any hit: about 3.5%.
SMILES,AHR activator,MEP2 TOR yeast,RPL19A TOR yeast,proCasp3 act,AGP1-GFP MLPCN,LAP4 TOR yeast,proCasp7 act,CIT2-GFP yeast
COc1ccc(S(=O)(=O)Nc2cccc3c2O[C@H](CN(C)CC2CCCCC2)[C@@H](C)CN([C@H](C)CO)C3=O)cc1,1,93,94,-4,92,94,22,85
CN(C)CCN1C(=O)c2oc3ccccc3c(=O)c2C1c1ccc(F)cc1 (stereo unspecified),-1,94,98,-19,94,97,-23,101
CCc1ccc(NC(=O)CSc2nc3ccccc3c(=O)n2CCCN2CCC(C)CC2)cc1,3,99,105,0,101,94,6,93
Cc1ccc(S(=O)(=O)N2[C@@H](c3ccc(Cl)cc3)C(C(=O)O)=CC[C@H]2c2cccs2)cc1,-2,87,96,2,84,140,-2,121
CCCC(=O)Nc1ccc(NC(=O)c2cccc(OC)c2)cn1,4,102,100,11,100,102,7,102
Cc1ccc(N2CC(NC(=O)C(=O)c3c(C)[nH]c4ccccc34)CC2=O)cc1 (stereo unspecified),5,105,100,-3,101,96,8,90
Cc1nn(Cc2cccc(C(=O)N3CCCC(C)C3)c2)c(C)c1[N+](=O)[O-] (stereo unspecified),2,104,108,-6,100,96,5,103
O=C(Oc1ccccc1O)c1cccc2ccccc12,23,100,97,0,104,115,10,85
CC1=C(C(=O)OCc2ccccc2)C(c2cccc([N+](=O)[O-])c2)NC(=O)N1C (stereo unspecified),1,99,99,-7,97,94,1,93
Cc1ccc(S(=O)(=O)N(CC(=O)NCc2cccnc2)c2ccc(F)cc2)cc1,1,106,106,-3,101,90,2,104
COc1ccc(/C(O)=C2\C(=O)C(=O)N(CCN(C)C)C2c2cccc(OC)c2OC)cc1 (stereo unspecified),0,110,108,4,107,100,-2,108
CCN(CC)S(=O)(=O)c1ccc(C)c(C)c1,-1,106,96,4,103,109,1,90
CC12CCC(=O)N1C(C(=O)Nc1nc(-c3ccc(F)cc3)cs1)CS2 (stereo unspecified),20,96,94,1,96,94,12,99
Cc1cccc(NC(=S)N2CCN(c3ccccc3F)CC2)c1C,2,107,99,2,100,102,-9,96
CN(/N=C/c1ccc(C(C)(C)C)cc1)C1=NCCN1,39,98,98,1,103,102,2,99
Cc1ccc(-c2nnn(CC(=O)NC3CCCc4ccccc43)n2)cc1 (stereo unspecified),4,108,101,2,107,113,-6,103
Cc1onc(-c2c(F)cccc2Cl)c1C(=O)Nc1nnc(-c2ccccc2)s1,3,101,98,5,102,96,17,105
COc1ccc(OCC(=O)NS(=O)(=O)c2ccc(Cl)cc2)cc1,-1,103,102,0,98,95,-3,102
Cc1cccc(CSc2ccc3nnc(-c4cccs4)n3n2)c1,22,101,102,-1,98,94,10,98
Cc1c(C)c2ccc(O)c(CN3CCCC3)c2oc1=O,0,93,107,11,100,94,10,97
Cc1csc(SCc2c(C(=O)O)oc3ccccc23)n1,2,98,102,-6,96,97,-3,95
NNC(=O)c1cc2ccccc2[nH]1,47,101,101,5,108,98,3,105
COc1cc(S(=O)(=O)Nc2ccccc2C(=O)N2CCCCC2)ccc1NC(C)=O,0,108,99,4,96,96,15,97
COc1cc(C(=O)N2CCN(Cc3ccccc3C(F)(F)F)CC2)cc(OC)c1OC,1,102,97,2,96,97,-6,89
CC(=O)NC(c1cccs1)c1cc(Cl)c2ccccc2c1O (stereo unspecified),13,89,94,-4,87,95,12,92
CS(=O)(=O)c1cccc(NC(=O)C2CC2)c1,-2,108,106,-1,101,104,3,103
CN(CC(=O)NNC(=O)CNC(=O)c1cccs1)S(=O)(=O)c1ccc(Cl)cc1,0,107,103,-7,105,100,4,105
COc1ccccc1CN1CCCC(N2CCN(c3ccccc3OC)CC2)C1 (stereo unspecified),/,110,104,/,101,98,/,105
CC(C)Cn1c(N)c(C(=O)COC(=O)COc2cccc(C(F)(F)F)c2)c(=O)n(C)c1=O,-8,110,112,6,90,79,-7,94
Cc1ccsc1C1CC(=O)OC2=C1C(=O)CC(C)(C)C2 (stereo unspecified),-2,123,100,1,87,110,3,123
CCOC(=O)C1CCN(c2nc3c(C)cccn3c(=O)c2/C=C(\C#N)S(=O)(=O)c2ccccc2)CC1,-2,101,97,-9,109,109,-1,100
O=S(=O)(c1ccccc1)c1nc(-c2ccco2)oc1N1CCOCC1,0,107,105,6,110,107,2,107
Nc1ccccc1C(=O)NCc1ccco1,/,98,101,/,103,93,/,101
CCOC(=O)c1csc(-c2ccc(OC)c(OC)c2)n1,3,102,103,2,90,91,9,102
Nc1nonc1-c1nc2ccccc2n1CC(=O)O,23,87,91,-9,94,91,-8,98
COc1ccc(OCc2cc(C(=O)NCCN3CCCC(O)C3)no2)c(Cl)c1 (stereo unspecified),0,107,104,-2,103,103,0,108
CCN(CC)S(=O)(=O)c1ccc(/C=C/C(=O)OCC(=O)NCc2ccco2)cc1,-2,102,107,1,104,104,8,103
CCCC(=O)Nc1ccc(Br)c(Cl)c1,-1,103,102,-3,99,104,-10,95
CCOC(=O)c1cc(-c2ccc(C#N)cc2)nc2c1c(C)nn2CCC#N,4,99,94,-4,92,98,-5,97
CCN=C1SC(C(=O)NCCc2ccccc2)CC(=O)N1CC (stereo unspecified),4,99,95,-30,97,93,-33,99
CCCCNc1cc(C)nc(N2CCOCC2)n1,19,94,99,-1,98,105,-2,98
Cc1ccc(S(=O)(=O)N(CC(=O)N2CCC(C)CC2)c2ccccc2)cc1,1,100,94,23*,108,116,1,92
CC1(C)c2ccccc2-n2c1cc1oc(=O)cc(O)c1c2=O,-1,84,108,-9,96,100,-3,79
COC(=O)[C@]1(C)N[C@H](CN(C)S(=O)(=O)c2ccc(-c3ccccc3)cc2)[C@@H]2C(=O)N(C)C(=O)[C@@H]21,0,100,99,10,109,106,1,103
O=C(N/N=C/c1coc2ccccc2c1=O)c1ccncc1,/,102,105,/,86,86,/,84
COc1ccc(-n2c(C)cc(/C=C3\C(=N)N4N=C(CC(=O)N5CCOCC5)SC4=NC3=O)c2C)cc1,3,101,93,0,90,93,-13,89
Cc1ccccc1OCCSc1nc2ccccc2n1CCC(=O)O,2,101,99,5,91,85,0,97
CN(C(=O)COC(=O)c1cc2ccccc2oc1=O)C1CCCCC1,15,93,97,1,107,105,-5,106

# Whole records from above.
# Record of Cc1ccc(S(=O)(=O)N(CC(=O)N2CCC(C)CC2)c2ccccc2)cc1 = AHR activator: 1; MEP2 TOR yeast: 100; RPL19A TOR yeast: 94; proCasp3 act: 23*; AGP1-GFP MLPCN: 108; LAP4 TOR yeast: 116; proCasp7 act: 1; CIT2-GFP yeast: 92
# Record of CC1(C)c2ccccc2-n2c1cc1oc(=O)cc(O)c1c2=O = AHR activator: -1; MEP2 TOR yeast: 84; RPL19A TOR yeast: 108; proCasp3 act: -9; AGP1-GFP MLPCN: 96; LAP4 TOR yeast: 100; proCasp7 act: -3; CIT2-GFP yeast: 79

# New compounds follow.
SMILES,AHR activator,MEP2 TOR yeast,RPL19A TOR yeast,proCasp3 act,AGP1-GFP MLPCN,LAP4 TOR yeast,proCasp7 act,CIT2-GFP yeast
Cc1ccc(NS(=O)(=O)c2ccc(CCC(=O)N3CCCC3)cc2)cc1,1,103,104,-1,106,104,1,94
Cc1ccc(CCN2CC(C(=O)NCCCN3CCN(C)CC3)CC2=O)cc1 (stereo unspecified),-2,115,102,6,108,104,-5,110
Cc1ccccc1C(C(=O)NC1CCCCC1)N(C(=O)CNC(=O)c1ccco1)c1cccnc1 (stereo unspecified),0,94,95,-8,97,95,1,90
COc1cccc(C(=O)Nc2cc(C)nn2-c2ccccc2)c1OC,7,104,98,9,105,104,-1,117
NC(=O)C[C@@H]1N[C@]2(C(=O)Nc3ccccc32)[C@@H]2C(=O)N(C3CCCCC3)C(=O)[C@H]12,-2,91,97,0,91,101,0,/
COc1cc(/C=C2/SC(=S)N(CC(=O)O)C2=O)ccc1OC(=O)c1cccs1,1,111,106,1,101,124,-17,100
CCOc1ccc(S(=O)(=O)NCCC(=O)NC2CCC(C)CC2)cc1 (stereo unspecified),1,107,104,4,102,98,-2,103
CCN(c1ccccc1)S(=O)(=O)c1ccc(C(=O)Nc2nnc(COC)o2)cc1,1,116,111,0,109,112,0,114
Cc1cc(C)cc(N(CC(=O)NC2CCC(C)CC2)S(=O)(=O)c2c(C)[nH]c(=O)[nH]c2=O)c1 (stereo unspecified),0,96,102,4,102,97,2,95
CN(C)S(=O)(=O)c1ccc(S(=O)(=O)Nc2ccc3c(c2)oc2ccccc23)cc1,1,96,93,-1,96,90,5,99
Cc1nc([N+](=O)[O-])cn1CC(=O)c1ccc(OC(F)(F)F)cc1,0,96,98,-4,97,100,-3,94
CCC(=O)Nc1ccc(NC(=O)CSc2nnnn2-c2ccc(OC)cc2)cc1,2,109,105,0,101,94,-3,104
CC1CCN(CC(=O)Nc2nc(-c3ccccc3)cs2)CC1,13,102,101,9,98,93,-2,105
O=C(CCc1c[nH]c2ccccc12)OCc1cccc(C(F)(F)F)c1,0,132,110,-1,101,121,-9,99
O=C(Oc1cccc(Nc2ncnc3ccccc23)c1)c1cccnc1,-2,116,114,0,108,115,4,115
CN(C)c1ccc(C(=O)OCC(=O)NCCNC(=O)COC(=O)c2ccc(N(C)C)cc2)cc1,1,106,105,3,100,93,13,100
CCOc1ncccc1C(=O)Nc1ccc(Cl)c(S(=O)(=O)N2CCCC2)c1,-2,95,95,1,93,92,1,98
CC1(C(=O)OCC(=O)Nc2ccc(S(=O)(=O)N3CCOCC3)cc2)CC1(Cl)Cl (stereo unspecified),-1,97,101,4,104,92,5,108
Cc1ccc(Cl)cc1NC(=O)Cn1cccc1,-2,109,101,3,104,103,6,102
CCN1CCN(CCOc2ccccc2OCc2ccccc2)CC1,-1,97,93,-3,95,100,6,101
CC1CCCN(CCCNC(=O)C2CC(=O)N(CCc3ccccc3)C2)C1 (stereo unspecified),2,108,98,4,101,96,1,105
O=C(COC(=O)c1n[nH]c(=O)c2ccccc12)NC1CCCCC1,-1,101,104,0,109,102,-7,97
Nc1nc(-c2ccccc2)cn1/N=C/c1ccccc1,39,99,101,-4,109,108,7,100
CN1CCN(C(=O)C2=C[C@H](C3CC3)C[C@H](OCc3ccc(CO)cc3)O2)CC1,2,98,99,18,103,94,0,98
Cc1ccc(OCCC(=O)NNC(=O)c2cc(C)oc2C)cc1,1,89,93,0,95,110,0,78
CCCCCNCc1ccc(Br)cc1,-1,104,101,-6,104,101,5,103
COc1ccc(-c2ccc3sc4ccccc4c(=O)c3c2)cn1,-2,93,102,3,86,125,-2,106
NS(=O)(=O)c1cccc(-n2cnnn2)c1,1,102,98,1,102,99,11,101
Cc1ccc(NC(=S)NCc2ccc3c(c2)cc(C)n3C)c(C)c1,-1,103,96,2,107,123,-6,103
O=C(NCCC1=CCCCC1)C1CCN(S(=O)(=O)N2CCCC2)CC1,2,104,104,1,98,98,1,102
CCOc1ccc(-n2c(SCC(N)=O)nnc2-c2ccco2)cc1,/,107,102,/,103,99,/,105
CCc1ccc(NS(=O)(=O)c2ccc3[nH]c(=O)[nH]c3c2)cc1,0,103,98,4,99,93,9,88
CC(NC(=O)C12CC3CC(CC(C3)C1)C2)C(=O)NN=Cc1ccc([N+](=O)[O-])o1 (stereo unspecified),-2,106,100,2,96,107,1,99

# High-throughput results: PubChem, several laboratories
